Screens from PubChem BioAssay.
Tb hexokinase: blocks Trypanosoma brucei hexokinase 1 activity; recombinant TbHK1, G6PDH-coupled NADH A340; inhibition, % at 10 µM; 0.11% of 220,000 active;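 active = inhibition of 50% or more in the single-dose primary screen; inactive = inhibition below 50%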
Runt-CBFb FRET: blocks binding of human RUNX1 Runt domain to CBFb | Q01196+Q13951 | Cerulean-Runt/Venus-CBFb FRET ratio 530/480, 1 h | inhibition, % at 20 µM | 0.46% of 220,000 active | AID 1496;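 active = inhibition over about 50% at 20 µM in the single-dose screen, limit read from the data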;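 note: 0% = DMSO wells and 100% = excess unlabeled CBFb competitor control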
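Assay system: Cerulean-Runt domain / Medium: Tris 50 mM pH 7.5, KCl, K2SO4, 0.01% BSA / Timing: protein complex preformed 1 h, compound exposure 1 h, room temperature, dark / Measured by: FRET, excitation 422 nm, emission at 530 and 480 nm / Evaluation: loss of energy transfer signal / Control set: 5 µM unlabeled CBFb as full-inhibition high control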
Hck Nef HTS: blocks Nef-activated human Hck kinase; Recombinant Hck-YEEI plus Nef, Z-Lyte FRET kinase assay; AID 463187; 0.68% of 220,000 active; inhibition, % at 20 µM;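 active = Hck-Nef kinase inhibition above about 50%, limit read from the data; inactive = inhibition below that limit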;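 note: 0% = DMSO with Hck plus Nef and 100% = Hck alone without Nef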
14-3-3 Bad inh: disrupts binding of bovine 14-3-3 zeta to phospho-Bad peptide | P63103 | AID 781 | inhibition, % at 21.7 µM | TR-FRET 14-3-3zeta/Dy647-pBad peptide displacement, 1 h | 0.71% of 220,000 active;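 active = inhibition above about 70%, limit read from the data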;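 note: 0% = full 14-3-3 plus peptide FRET controls and 100% = background without 14-3-3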
Target sequence (P63103 whole entry, looked up): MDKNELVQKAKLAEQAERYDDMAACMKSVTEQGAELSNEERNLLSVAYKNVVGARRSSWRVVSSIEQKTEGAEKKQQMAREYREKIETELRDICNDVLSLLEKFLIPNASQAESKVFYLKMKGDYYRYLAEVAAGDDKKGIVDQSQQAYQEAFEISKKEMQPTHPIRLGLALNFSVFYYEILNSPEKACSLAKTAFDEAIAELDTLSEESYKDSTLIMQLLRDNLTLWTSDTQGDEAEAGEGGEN
p47phox inh: p47phox (human) inhibition; p47phox/p22phox peptide binding, fluorescence polarization, 2 h; P14598; 0.53% of 220,000 active; inhibition, % at 24.7 µM; AID 1274;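 active = inhibition above about 30%, limit read from the data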;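 note: 0% = p47phox with labelled peptide and 100% = labelled peptide alone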
Runt-SMMHC FRET: inhibitors of human RUNX1 Runt domain binding to CBFb-SMMHC. Q01196+Q13951. Cerulean-Runt/Venus-CBFb-SMMHC FRET ratio 530/480, 1 h. inhibition, % at 20 µM. 0.74% of 220,000 active. AID 1434;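 active = mean inhibition across duplicate retests at 20 µM reaching about 50%, limit read from the data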;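 note: 0% = DMSO wells and 100% = wells with excess untagged CBFb-SMMHC; inhibitors lower the FRET ratio by blocking Runt binding to CBFb-SMMHC; some results filed as inactive read as strong as hits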
EBV gp42 inh: blocks Epstein-Barr virus glycoprotein 42 binding; Fluorescence polarization binding assay, mP read-out; inhibition, % (tested at 21.74 µM); 0.42% of 220,000 active; in the data active = inhibition above about 50%
Target sequence (Q1HVG2 whole entry, looked up): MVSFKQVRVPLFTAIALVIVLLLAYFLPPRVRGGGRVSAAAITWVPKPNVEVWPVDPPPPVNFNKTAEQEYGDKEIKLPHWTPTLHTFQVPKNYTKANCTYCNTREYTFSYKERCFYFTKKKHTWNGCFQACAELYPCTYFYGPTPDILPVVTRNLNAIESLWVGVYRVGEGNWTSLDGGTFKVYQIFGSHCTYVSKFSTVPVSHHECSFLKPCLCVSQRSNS
zVAD death inh: blocks zVAD induced death of L929 cells; L929 zVAD necroptosis rescue, ATP luminescence, 24 h; with zVAD 60 µM; viability rescue, % at 10 µM; 0.38% of 220,000 active; AID 1377;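 active = activation, scaled between plate controls, above about 75%, limit read from the data; inactive = activation under that limit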;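 note: 0% = zVAD with DMSO and 100% = DMSO alone without zVAD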
MDM2 E3 inh: Mdm2 E3 ligase (human) inhibition | cell-based MDM2 ubiquitination luciferase reporter, 2 h; 0 = plate control, 100 = twice control, blank-subtracted | signal enhancement, % at 5 µM | 0.11% of 210,000 active | AID 1230;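 active = signal enhancement of 30% or more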;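 note: luminescence tracks abundance of the self-degrading MDM2-luciferase fusion protein; higher signal means inhibition of MDM2 E3 ligase activity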
Target sequence (Q00987 whole entry, looked up, the tested form may be a part): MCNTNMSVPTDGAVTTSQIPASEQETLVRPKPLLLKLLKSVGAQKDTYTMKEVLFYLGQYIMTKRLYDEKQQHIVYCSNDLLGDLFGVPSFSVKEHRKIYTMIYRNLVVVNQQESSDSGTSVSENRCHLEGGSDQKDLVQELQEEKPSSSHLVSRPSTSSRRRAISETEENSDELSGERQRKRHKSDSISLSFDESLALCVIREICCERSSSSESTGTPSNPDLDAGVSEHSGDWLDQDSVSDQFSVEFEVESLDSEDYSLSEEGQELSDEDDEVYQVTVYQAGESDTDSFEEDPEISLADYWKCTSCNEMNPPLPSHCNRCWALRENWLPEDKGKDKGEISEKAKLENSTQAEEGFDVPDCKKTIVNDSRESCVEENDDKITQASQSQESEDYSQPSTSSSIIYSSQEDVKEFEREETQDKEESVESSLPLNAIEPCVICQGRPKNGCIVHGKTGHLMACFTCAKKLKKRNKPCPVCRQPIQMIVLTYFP
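test system = mammalian cells stably expressing self-ubiquitinating, self-degrading MDM2 E3–luciferase fusion | quantity = 2000 cells/well | incubation = cell settling 4 h, compound treatment 2 h, both 37 °C | signal = luminescence with SteadyLite reagent, 15 min at room temperature | evaluation = % enhancement relative to plate controls after blank subtraction | benchmarks = plate controls and plate blanks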
* marks the source's active call; other numbers are inactive results; x = not tested or not shown; [ ] = dose if it differs, or a comment.

SMILES	Tb hexokinase	Runt-CBFb FRET	Hck Nef HTS	14-3-3 Bad inh	p47phox inh	Runt-SMMHC FRET	EBV gp42 inh	zVAD death inh	MDM2 E3 inh
O=C(NNC1=C(C(=O)C(F)(F)F)CCC1)c1ccc(Br)cc1	7	0	-21	-9	-9	0	-21	2.1	-30
N#CC1=C(N)C(C#N)(C#N)C(c2ccncc2)C2CN(C(=O)OCc3ccccc3)CC=C12 (configuration not stated)	-9	15	9	-2[fluorescence artefact?]	-30	22	-23	-0.3	11
CC(=O)c1sc(N/N=C\c2ccccc2O)nc1C	-21	x	13	-7	-13	x	-12	62	-9
COc1ccccc1C(=O)Nc1ccc(Cc2ccncc2)cc1	6	0	4	7	0	4	-17	1.0	-13
CNCc1cn2cc(Cl)ccc2n1	2	-2	0	0	1	3	8	1.5	-4
N#CCc1ccc(NC(=O)/C=C/c2ccc([N+](=O)[O-])o2)cc1	-16	10	23	-13	3	-4	-2	85*	18
CCOC(=O)C(=O)Cc1nc2ccccc2s1	-17	1	5	-17	-31	-1	-10	0.1	1
C=CCN1C(=O)c2oc3ccccc3c(=O)c2C1c1ccc(O)c(OC)c1 (configuration not stated)	-10	1	2	-6	-9	-7	-12	-0.6	-7
CCC(Sc1nc2ccccc2c(=O)n1CC1CCCO1)C(=O)NCc1cccnc1 (configuration not stated)	-4	-1	-2	-1	0	3	-12	-0.7	13
Cc1ccc(C2=NCCNC2=O)c(C)c1	7	1	-1	-4	3	1	-12	-0.3	-4
Cc1ccccc1-n1c(=O)cc(N2CC(C)OC(C)C2)[nH]c1=O (configuration not stated)	18	-5	2	-1	3	-1	-13	-0.2	5
COc1ccc(-c2c[n+]3c(n2-c2ccccc2)CCCCC3)cc1	4	0	1	12[fluorescence artefact?]	-6	1	-17	0.7	-13
O=C(NCCO)c1ccc(-c2nnc(N3CCOCC3)c3ccccc23)cc1	-19	2	1	3	-10	1	-25	2.6	-13
COCCn1c(SCC(=O)Nc2sccc2C(N)=O)nc2cc(Cl)ccc2c1=O	-8	-2	1	-2	-37	-1	-5	-0.1	-21
CCN(CC)Cc1c(O)ccc2c(=O)c(Oc3ccccc3OC)coc12	-24	3	2	10	-7	1	-10	0.5	-4
Cc1ccc(OCC(=O)Nc2ccccc2N2CCCC2)c(C)c1	7	x	19	-8	-6	x	-10	-0.2	-8
CN(C)C(=O)c1cn(-c2ccccc2)nc1-c1cc2ccccc2o1	-5	1	18	8	-2	5	-1	1.7	-6
C#CCn1ccc(O)c(Cc2c(F)cccc2Cl)c1=O	-1	-1	2	-12	-13	-2	8	-0.1	-8
CC(C)(C)NC(=O)NC(=O)Cn1cc(C(F)(F)F)ccc1=O	1	-4	2	27[fluorescence artefact?]	7	-3	-2	-0.1	-10
CNc1nc(C)c(C(C)(C)C)s1	4	3	14	3	-3	0	-4	0.6	-3
O=C(c1ccc(-n2cccc2)cc1)N1CCN(Cc2ccccc2)CC1	0	-1	0	91*	5	-4	13	0.1	1
COc1ccc(/C=C2\CCCC(C(=O)C(F)(F)F)=C2O)cc1OC	-6	x	-5	48	-13	1	-6	1.2	-9
Cc1ccc(C(=O)NC(=S)Nc2cccc(NC(=O)c3ccccc3Cl)c2)cc1[N+](=O)[O-]	1	2	3	-2[fluorescence artefact?]	-24	2	1	0.5	-2
COc1ccc(NS(=O)(=O)c2cccc(C(=O)N/N=C/c3ccc4c(c3)OCCO4)c2)cc1	-2	2	-31	7	31*	0	4	2.6	11
CCOC(=O)c1cc2c(ccn2C)n1CC(=O)N1CCN(c2ccccc2OC)CC1	-8	-6	3	-11	1	-9	-17	-0.3	1
COc1cccc(C2CC(c3ccccc3OC)n3ncnc3N2)c1 (configuration not stated)	-1	16	8	0	-1	-3	-11	0.2	-9
CN(C(=O)COC(=O)c1ccc[nH]c1=O)C1CCCCC1	-8	0	25	-5	3	1	-4	4.8	-24
CCCCNC(=O)CSc1nnc(Cc2ccccc2)n1CC	-4	-3	5	-8	-5	2	-8	0.1	-8
CC(C)NC(=S)NCc1cccnc1	-4	1	2	-5	-10	0	-5	0.6	-9
CCOC(=O)N1CCC(NC(=O)CCc2cn(C)c3ccccc23)CC1	2	3	-1	9	4	2	-9	2.1	2
CC1(C)C(=O)C2(CCCC2)C(=O)OC1c1ccco1 (configuration not stated)	-6	1	1	-2	-13	-2	1	0.1	-13
CCCn1cnc2c(c1=O)c1nc3ccccc3nc1n2Cc1ccccc1OC	0	-1	1	-5[fluorescence artefact?]	-15	2	-8	-0.1	x
N#Cc1ccsc1NC(=O)COC(=O)c1cc2ccccc2cc1O	6	-2	-2	3[fluorescence artefact?]	-56	-9	-15	1.0	-11
COc1ccc(-c2nnc(SCc3ccccc3)n2N)cc1	2	0	-1	x	-2	0	-8	-0.1	-14
Cc1nn(-c2cccc(Cl)c2)c2nc(-c3ccncc3)cc(C(=O)N3CCOCC3)c12	-16	0	24	-7	-5	-8	10	35	1
COc1ccc(-n2nc(C(=O)NCC(=O)Nc3cccc(NC(C)=O)c3)c3ccccc3c2=O)cc1	-8	-1	-5	-6	0	0	1	4.7	-8
Cc1ccc(S(=O)(=O)Cn2nnnc2C(c2ccc(F)cc2)N2CCC(C(N)=O)CC2)cc1 (configuration not stated)	-5	0	3	15	6	3	-16	-0.3	-2
CC1(C)Cc2noc(N)c2C(C)(C)N1OC(=O)c1ccccc1	1	2	-1	0	8	-3	0	0.5	0
CC(C)NCC(O)COCCOc1ccc(Cl)cc1 (configuration not stated)	-9	2	16	-4	-4	0	-13	0.7	4
CNC(=O)c1c(Cl)cnn1-c1ccc(C)cc1	-1	0	37	-10	-3	1	-7	0.0	-16
COc1ccc(C(c2sc3nc(C)nn3c2O)N2CCCCC2)cc1 (configuration not stated)	2	x	4	5[fluorescence artefact?]	-6	0	1	-0.7	-19
Cc1cc(=O)n(CC(=O)O)c2ccccc12	-5	1	17	15	2	-5	-2	3.1	-5
NC(=S)N/N=C/c1ccccc1O	-41	24	-50	-3	-20	9	-6	-0.2	-11
CCN(CC)C(=O)c1sc(NC(=O)c2ccoc2C)c(C(=O)OC)c1C	-17	5	6	8[fluorescence artefact?]	-16	-1	4	0.9	-18
O=C(CCCn1c(=S)[nH]c2cc3c(cc2c1=O)OCO3)N1CCN(C2CCCCC2)CC1	-17	0	1	5[fluorescence artefact?]	-5	-1	16	0.1	-12
O=C(CC1c2ccccc2Oc2ccccc21)Nc1ccccc1F	3	-2	2	8	-15	-2	-4	0.6	2
COc1cccc(C2C(C#N)=C(N)Oc3c2oc(CO)cc3=O)c1 (configuration not stated)	3	-1	-12	1	-14	2	-18	x	4
Fc1ccc(-c2ccc(/C=N\n3cnnc3)o2)cc1Cl	1	-4	1	-12	-7	-1	-10	0.7	-6
CCCc1cc(=O)[nH]c(Nc2ccc(N3CCCCC3)cc2)n1	1	4	8	-6	-8	3	-28	1.4	-2
CCCCn1nnnc1SCC(=O)N1CCOCC1	-2	1	0	-9	-11	-3	-10	-0.3	4
COc1ccc(-c2cc(C(=O)N3CCN(c4ccccc4)CC3)c3ccccc3n2)cc1	-4	0	21	-2	-17	-1	-8	-1.0	-13
COCCCNc1nc2nonc2nc1N(C)CC1CCCN1C (configuration not stated)	-20	0	21	8	7	2	-3	1.2	-3
COc1ccc(CCNC(=O)c2cc(-c3ccccc3)on2)cc1OC	1	2	-26	1	-7	4	7	-0.6	11
Cc1cc(C)c([N+](=O)[O-])cc1NC(=O)CCSc1ccccc1Cl	34	-1	10	-8	-11	1	0	0.8	-5
COc1cc2c(cc1OC)C(c1ccc3c(c1)OCO3)C1=C(CC(C)(C)CC1=O)N2 (configuration not stated)	-14	-2	2	7	-5	0	3	0.0	4
CC1(C)CC(=O)c2c(n(S(=O)(=O)c3ccccc3)c3ccc(NS(=O)(=O)c4ccccc4)cc23)C1	10	0	-2	-1	-7	-2	17	-0.6	-8
CC(=O)NCCC(=O)Nc1cccc(S(=O)(=O)N(C)c2ccccc2)c1	-4	-3	2	-3[fluorescence artefact?]	-20	2	-46	2.8	-21
Cc1ccccc1NC(=S)NCc1ccc2c(c1)OCO2	-3	-2	2	-8	-3	-1	-13	-0.5	-23
CC1(C)CC(=O)C2=C(C1)OC(N)=C(C#N)C2c1ccccc1[N+](=O)[O-] (configuration not stated)	-1	86*	20	-14	-20	91*	15	-1.2	-1
C=CCOC(=O)/C(=C/c1cccnc1)NC(=O)c1ccccc1	-7	2	12	2	-10	11	-11	-0.7	-3

One compound at a time, as listed above. Order of screens: Tb hexokinase | Runt-CBFb FRET | Hck Nef HTS | 14-3-3 Bad inh | p47phox inh | Runt-SMMHC FRET | EBV gp42 inh | zVAD death inh | MDM2 E3 inh
O=C(CCCn1c(=S)[nH]c2cc3c(cc2c1=O)OCO3)N1CCN(C2CCCCC2)CC1 as listed: -17 | 0 | 1 | 5[fluorescence artefact?] | -5 | -1 | 16 | 0.1 | -12
COc1ccc(CCNC(=O)c2cc(-c3ccccc3)on2)cc1OC as listed: 1 | 2 | -26 | 1 | -7 | 4 | 7 | -0.6 | 11
NC(=S)N/N=C/c1ccccc1O as listed: -41 | 24 | -50 | -3 | -20 | 9 | -6 | -0.2 | -11
CC(=O)NCCC(=O)Nc1cccc(S(=O)(=O)N(C)c2ccccc2)c1 as listed: -4 | -3 | 2 | -3[fluorescence artefact?] | -20 | 2 | -46 | 2.8 | -21
CCCc1cc(=O)[nH]c(Nc2ccc(N3CCCCC3)cc2)n1 as listed: 1 | 4 | 8 | -6 | -8 | 3 | -28 | 1.4 | -2

Further structures follow.
SMILES	Tb hexokinase	Runt-CBFb FRET	Hck Nef HTS	14-3-3 Bad inh	p47phox inh	Runt-SMMHC FRET	EBV gp42 inh	zVAD death inh	MDM2 E3 inh
O=C(NC1CCCc2c1cnn2-c1ccc(F)cc1F)c1cnccn1 (configuration not stated)	-8	0	-56	-18	-3	1	0	0.4	-7
N#Cc1c2c(nc(N)c1-c1ccccc1)CCCCC2	-7	0	0	2	-10	-3	-17	0.2	2
Cc1ccc(-c2nnc(SCC(=O)Nc3nc4c(s3)CCCC4)n2C)cc1	6	0	-2	x	6	-1	-15	-0.1	-10
Cc1cccc(C)c1NC(=O)CNc1ncnc2sc(C)c(C)c12	2	-2	1	3[fluorescence artefact?]	-7	0	-16	-0.2	2
COC(=O)C1=CNC=C(C(=O)OC)C1c1ccccc1Cl	1	72*	66*	-2	-8	146*	-2	0.2	-2
Cc1ccc(C)c(C(=O)CN2Cc3ccccc3C2=O)c1	-12	0	21	0	-2	0	-7	-0.3	7
NC(=O)c1cccnc1Oc1ccc(Cl)cc1	-4	2	-3	-2	13	-2	-4	-0.1	-16
CCOC(=O)C(=O)Nc1ccc([N+](=O)[O-])cc1OC	-19	2	4	-6[fluorescence artefact?]	-8	0	-6	0.1	-18
CCOc1ccc(/C(O)=C2/C(=O)C(=O)N(c3cc(C)on3)C2c2ccc(C(=O)OC)cc2)cc1 (configuration not stated)	-7	0	8	6	-9	-26	-3	2.3	17
CCOC(=O)N1CCC(c2cc(=O)n3[nH]c(C)c(-c4ccc(F)cc4)c3n2)CC1	-2	0	12	2	0	1	0	0.3	-14
